Assay outcomes: PubChem, Broad Institute
C diff HTS = inhibitors of Clostridium difficile growth; Clostridium difficile clinical isolate growth, OD600, 24 h; active compounds read low; growth activity, negative = inhibition, % at 16 µg/mL (by protocol); hit rate 0.25% among 86,000;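 active = mean growth activity at or below -80% and every replicate also at or below -80%; inconclusive = mean at or below -80% but some replicate above -80%; inactive = mean growth activity above -80%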;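 note: 0% = DMSO wells and -100% = levofloxacin 16 µg/mL wells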
Pf Dd2 inh = blocks growth of Plasmodium falciparum Dd2 parasites. P. falciparum Dd2 growth, SYBR Green, 72 h; active compounds read low. activity change, % at 10 µM. hit rate 2.3% among 94,000; in the data active = activity change below about -80%; inconclusive = no clear call, values can overlap the other calls
KDM4C inh = inhibitors of human demethylase GASC-1 KDM4C | Q9H3R0 | hit rate 0.15% among 96,000 | inhibition, % at 12.5 µM | GST-KDM4C 2-372, H3K9me3 peptide, LANCE TR-FRET;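 active = mean replicate inhibition above about 25%, with at least 55% of replicates also reaching it, limit read from the data, passing the limit was not always enough; inconclusive = only one of those two conditions met; inactive = neither condition met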
Target sequence (Q9H3R0 2-372 limits assumed): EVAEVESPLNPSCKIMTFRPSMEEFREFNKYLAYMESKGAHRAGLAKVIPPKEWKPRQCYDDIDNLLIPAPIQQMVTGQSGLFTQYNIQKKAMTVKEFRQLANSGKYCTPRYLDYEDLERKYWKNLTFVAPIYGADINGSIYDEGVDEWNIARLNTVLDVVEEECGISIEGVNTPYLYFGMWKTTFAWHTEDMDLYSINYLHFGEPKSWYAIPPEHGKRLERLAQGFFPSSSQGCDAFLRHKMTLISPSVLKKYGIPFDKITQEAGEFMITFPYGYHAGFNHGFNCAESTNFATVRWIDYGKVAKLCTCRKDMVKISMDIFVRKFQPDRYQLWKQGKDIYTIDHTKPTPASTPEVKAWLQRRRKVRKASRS
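Material: GST-tagged GASC-1 (JMJD2C) catalytic fragment, aa 2-372. Input: enzyme final amount 10 nM. Medium: HEPES buffer, pH 7.5, plus ascorbate. Reagent: H3K9me3 peptide substrate, Fe(II), 2-oxoglutarate. Doses: single dose. Times: reaction 30 min RT, detection step 1 h RT. Measured by: LANCE TR-FRET. Evaluation: Fall in 671/618 emission ratio as inhibition.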
T cruzi growth = T. cruzi proliferation inhibition | T. cruzi beta-gal in NIH3T3, GalScreen luminescence, 90 h | inhibition, % at 8.34 µM | hit rate 5.9% among 77,000 | AID 624255;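 active = mean inhibition above about 93%, with at least 55% of replicates each passing it, limit read from the data, passing the limit was not always enough; inconclusive = only one of those two conditions holds; inactive = neither condition holds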
An asterisk follows results filed as active; ? = inconclusive; / = no result given; & = joins results of further samples.

Sequence of screens: C diff HTS, Pf Dd2 inh, KDM4C inh, T cruzi growth
- C[C@@H]1CN([C@@H](C)CO)C(=O)c2cc(NC(=O)Nc3ccc4c(c3)OCO4)ccc2O[C@@H](C)CCCCO[C@@H]1CN(C)Cc1ccc(C(=O)O)cc1
  4.4, 12.0, 1.9, 6.1
- O=C(C[C@@H]1CC[C@H](NC(=O)Nc2ccccc2F)[C@@H](CO)O1)NCc1ccc(-c2ccccc2)cc1
  -26.0, 6.4, -0.1, /
- O=C(Nc1cccc(Cl)c1)N[C@H]1CC[C@@H](CCn2cc(Cc3ccccc3)nn2)O[C@@H]1CO
  /, -4.6, -0.5, -75.0
- C[C@H](NC(=O)C[C@@H]1C=C[C@H](NC(=O)Nc2ccc3c(c2)OCO3)[C@H](CO)O1)c1ccccc1
  /, 23.6, 1.5, 3.7
- C[C@@H]1CCCCO[C@@H](CN(C)C(=O)NC2CCCCC2)[C@H](C)CN([C@@H](C)CO)C(=O)c2cc(NC(=O)Nc3ccc(C(F)(F)F)cc3)ccc2O1
  6.0, -7.9, 1.2, 87.4
- COc1ccc(CN2C[C@@H](C)[C@H](OC)CN(C)C(=O)c3cc(NC(=O)c4nc5ccccc5s4)ccc3OC[C@@H]2C)cc1
  /, -70.9, -0.2, /
- CCCC(=O)N1CC2(CCN(C(C)=O)CC2)c2c(n(C)c3cc(OC)ccc23)[C@H]1CO
  2.1, -14.4, 0.9, /
- O=C(Nc1ccc2c(c1)[C@H]1C[C@@H](CC(=O)N3CCc4ccccc4C3)O[C@H](CO)[C@H]1O2)c1ccc2c(c1)OCO2
  -11.4, -38.0, -1.9, 47.6
- C[C@H](CO)N1C[C@H](C)[C@@H](CN(C)C(=O)c2ccccc2)Oc2cc(C#CC3CC3)ccc2S1(=O)=O
  -0.4, -61.8, -0.4, 89.9
- O=C(NCC1CC1)[C@H]1[C@H](CO)[C@H]2Cn3c(ccc(-c4ccccc4F)c3=O)[C@@H]1N2Cc1ccccc1
  3.2, -24.0, -1.9, -1.3
- CC=Cc1ccc2n(c1=O)C[C@H]1[C@H](CO)[C@@H](C(=O)N[C@H](C)c3ccccc3)[C@@H]2N1CC (mixture of isomers)
  -6.9, /, -0.9, 22.4
- C[C@@H]1CN([C@@H](C)CO)C(=O)c2cccc(NC(=O)C3CCOCC3)c2O[C@H]1CN(C)CC1CC1
  -1.3, -13.3, -0.8, 2.4
- C[C@H]1CCCCO[C@H](CN(C)Cc2ccncc2)[C@@H](C)CN([C@@H](C)CO)C(=O)c2cc(NC(=O)Nc3ccc4c(c3)OCO4)ccc2O1
  -3.3, -3.4, 1.2, -12.7
- Cc1ccc(S(=O)(=O)N(C)C[C@@H]2Oc3ccc(NC(=O)Cc4cn(C)c5ccccc45)cc3CC(=O)N([C@H](C)CO)C[C@@H]2C)cc1
  1.3, ?, -0.2, 44.4
- C[C@@H](NC(=O)C[C@@H]1CC[C@@H]2[C@H](COC[C@H](O)CN2C(=O)Nc2cccc(F)c2)O1)c1ccccc1
  3.0, -9.0, 15.4, 26.7
- CNC(=O)C[C@@H]1CC[C@H]2[C@@H](COC[C@H](O)CN2C(=O)Nc2cccc(OC)c2)O1
  /, -4.0, 1.1, -0.7
- CC(C)NC(=O)Nc1ccc2c(c1)CC(=O)N([C@H](C)CO)C[C@@H](C)[C@@H](CN(C)S(=O)(=O)c1cn(C)cn1)O2
  -1.4, 33.0, -0.1, 0.5
- O=C(C[C@H]1C[C@@H]2c3cc(NC(=O)NC4CCCC4)ccc3O[C@@H]2[C@H](CO)O1)NCC1CC1
  -8.9, -3.5, -3.5, 1.5
- Cc1noc(C)c1NC(=O)Nc1ccc2c(c1)CC(=O)N([C@@H](C)CO)C[C@@H](C)[C@@H](CN(C)Cc1ccc(C(=O)O)cc1)O2
  -1.3, 12.0, 0.7, -15.4
- CC(C)CC#Cc1ccc2c(c1)O[C@@H](CN(C)C(=O)Cc1cccnc1)[C@H](C)CN([C@H](C)CO)S2(=O)=O
  -0.5, -35.4, -1.1, /
- C[C@H]1CN([C@@H](C)CO)C(=O)Cc2cc(N(C)C)ccc2O[C@H]1CN(C)S(=O)(=O)c1ccc(F)cc1
  1.0, 15.5, 2.0, /
- O=C(NC1CCCCC1)N[C@@H]1C=C[C@@H](CC(=O)N2CCOCC2)O[C@H]1CO
  0.3, 2.4, 3.7, 10.2
- C[C@@H]1CN([C@@H](C)CO)S(=O)(=O)c2ccc(-c3ccccc3)cc2O[C@@H]1CN(C)Cc1cccnc1
  -5.5, -11.9, 0.1, 90.4
- Cc1ccc(S(=O)(=O)N(C)C[C@@H]2Oc3ccc(NC(=O)NC4CCCCC4)cc3C(=O)N([C@@H](C)CO)C[C@@H]2C)cc1
  -9.6, 4.6, -0.5, -22.4
- C[C@@H]1CN([C@@H](C)CO)S(=O)(=O)c2ccc(C#Cc3ccccc3F)cc2O[C@@H]1CN(C)C(=O)Cc1cccnc1
  -3.6, -48.0, 3.8, ?
- C[C@H](CO)N1C[C@H](C)[C@@H](CN(C)C(=O)C2CCOCC2)Oc2cc(C3=CCCC3)ccc2S1(=O)=O
  -3.1, -24.4, 0.2, ?
- C[C@H]1CN([C@@H](C)CO)C(=O)CCCn2nncc2CO[C@@H]1CN(C)C(=O)Nc1ccc(F)cc1
  /, 2.0, 0.7, 29.0
- CCCNC(=O)N1C[C@H](O)COC[C@H]2O[C@H](CC(=O)OC)CC[C@@H]21
  15.1&4.1, -2.7, -0.3, /
- Cc1noc(C)c1NC(=O)N(C)C[C@H]1Oc2ccc(NC(=O)c3ccncc3)cc2CC(=O)N([C@H](C)CO)C[C@H]1C
  -6.8, -2.4, -3.8, 7.3
- O=C(CC(F)(F)F)N1C[C@H]2[C@@H](c3ccccc31)[C@@H](CO)N2C(=O)c1cccnc1
  -2.1, 1.2, 2.5, -21.2

The closing 4 entries of the part above are carried over, then new ones follow:
Sequence of screens: C diff HTS, Pf Dd2 inh, KDM4C inh, T cruzi growth
- C[C@H]1CN([C@@H](C)CO)C(=O)CCCn2nncc2CO[C@@H]1CN(C)C(=O)Nc1ccc(F)cc1
  /, 2.0, 0.7, 29.0
- CCCNC(=O)N1C[C@H](O)COC[C@H]2O[C@H](CC(=O)OC)CC[C@@H]21
  15.1&4.1, -2.7, -0.3, /
- Cc1noc(C)c1NC(=O)N(C)C[C@H]1Oc2ccc(NC(=O)c3ccncc3)cc2CC(=O)N([C@H](C)CO)C[C@H]1C
  -6.8, -2.4, -3.8, 7.3
- O=C(CC(F)(F)F)N1C[C@H]2[C@@H](c3ccccc31)[C@@H](CO)N2C(=O)c1cccnc1
  -2.1, 1.2, 2.5, -21.2
- C[C@@H]1CN([C@H](C)CO)S(=O)(=O)c2ccc(C#CC3CCCC3)cc2O[C@H]1CN(C)C(=O)C1CC1
  /, -42.6, -2.2, -23.4
- O=C(C[C@@H]1C[C@H]2c3cc(NC(=O)NC4CCCC4)ccc3O[C@H]2[C@H](CO)O1)NCC1CC1
  2.9, -17.4, -3.9, -9.3
- COc1ccc(C#Cc2ccc([C@@H]3[C@H](CO)N4CCCCN(Cc5ccccc5F)C[C@@H]34)cc2)cc1
  -96.6*, -82.3*, -1.2, 16.1
- C[C@@H]1CN([C@@H](C)CO)C(=O)c2cc(-c3cccc(C#N)c3)cnc2O[C@@H]1CN(C)Cc1ccc(F)cc1
  3.9, -1.1, -1.1, 35.3
- C[C@H]1CN([C@@H](C)CO)C(=O)c2cccc(NC(=O)Nc3ccc(F)cc3)c2O[C@H]1CN(C)C(=O)Nc1ccc2c(c1)OCO2
  2.6, 6.5, -1.4, 73.7
- COc1ccc(NC(=O)Nc2ccc3c(c2)C(=O)N([C@H](C)CO)C[C@@H](C)[C@H](CN(C)C)OCCCC[C@@H](C)O3)cc1
  3.3, 26.7, 16.7, -2.4
- CCC(=O)N1CC[C@H]2[C@H](CO)Nc3ccc(-c4ccc(C(=O)N(C)C)cc4)cc3[C@H]21
  3.0, 11.5, -0.7, 106.7*
- O=C(NCC1CC1)[C@H]1[C@H](CO)[C@H]2Cn3c(ccc(-c4cncnc4)c3=O)[C@H]2N1C(=O)NC1CCCC1
  5.6, /, 0.0, 9.3
- CO[C@H]1CN(C)C(=O)c2ccc(NS(=O)(=O)CC(F)(F)F)cc2OC[C@@H](C)N(Cc2nccs2)C[C@@H]1C
  /, -27.8, -0.6, 5.2
- C[C@H](O)C#Cc1cnc2c(c1)C(=O)N([C@@H](C)CO)C[C@@H](C)[C@@H](CN(C)C(=O)CC1CC1)O2
  1.0, /, 2.1, 11.9

(more compounds)
| compound | C diff HTS | Pf Dd2 inh | KDM4C inh | T cruzi growth |
| --- | --- | --- | --- | --- |
| C[C@H]1CN([C@@H](C)CO)C(=O)Cc2cc(NC(=O)Nc3ccc(C(F)(F)F)cc3)ccc2O[C@@H]1CN(C)Cc1ccc(Oc2ccccc2)cc1 | 1.8 | 14.4 | -0.4 | 10.7 |
| CNC[C@H]1OCCCC[C@@H](C)Oc2ccc(NC(=O)Nc3ccccc3)cc2C(=O)N([C@@H](C)CO)C[C@H]1C | -0.3 | / | -0.5 | 49.7 |
| C[C@@H]1CN([C@@H](C)CO)C(=O)c2cc(-c3ccccc3F)cnc2O[C@@H]1CN(C)Cc1cccc(F)c1 | -1.7 | -42.7 | 0.5 | / |
| CCCC#Cc1cnc2c(c1)C(=O)N([C@@H](C)CO)C[C@H](C)[C@H](CN(C)C(=O)Cc1cccnc1)O2 | 1.0 | 19.1 | 1.2 | 62.3 |
| C[C@@H]1CN([C@@H](C)CO)C(=O)Cc2cc(NC(=O)Cc3cn(C)c4ccccc34)ccc2O[C@H]1CN(C)S(=O)(=O)c1cccs1 | -8.2 | -30.5 | -0.7 | 36.9 |
| CN(C)C(=O)c1cccc(-c2ccc([C@@H]3[C@H]4CN(C(=O)CC5CC5)CC(=O)N4[C@H]3CO)cc2)c1 | 2.0 | 10.6 | -0.1 | / |
| CN1c2ccc(-c3ccc(C#N)cc3)cc2[C@@H]2[C@@H](CCN2C(=O)CN2CCOCC2)[C@H]1CO | -15.4 | -8.3 | 4.5 | 85.9 |
| CCCNC(=O)N1[C@H](CO)[C@@H](c2ccccc2-c2ccccc2F)[C@@H]1C#N | 2.2 | 0.8 | -1.0 | / |
| Cc1ccc(S(=O)(=O)N2CC[C@@H]3[C@H]2c2cc(C#Cc4cccc(F)c4)ccc2N[C@@H]3CO)cc1 | -5.8 | 4.9 | -1.9 | 76.3 |
| C/C=C/c1ccc2c(c1)O[C@H](CN(C)Cc1cccnc1)[C@H](C)CN([C@H](C)CO)S2(=O)=O | -1.2 | 8.7 | -1.0 | 39.0 |
| C[C@@H]1CN([C@@H](C)CO)C(=O)c2cccc(N(C)C)c2O[C@H]1CN(C)C(=O)Nc1ccc2c(c1)OCO2 | 2.7 | 6.4 | 0.9 | 66.0 |
| COc1ccccc1-c1ccc(C2[C@H]3CNC[C@@H]2N3C(=O)Nc2ccccc2F)cc1 (some centres undefined) | 1.3&0.8 | -0.8&-47.0 | -2.3 | / |
| COc1ccc(S(=O)(=O)Nc2ccc3c(c2)C(=O)N([C@H](C)CO)C[C@H](C)[C@H](CN(C)C(=O)Nc2c(C)noc2C)OCCCC[C@H](C)O3)cc1 | -1.7 | -3.0 | -0.1 | 3.4 |
| COc1ccc(CN(C)C[C@H]2OCCCC[C@@H](C)Oc3ccc(NC(=O)NC(C)C)cc3C(=O)N([C@@H](C)CO)C[C@H]2C)cc1 | -1.1 | -36.9 | 0.7 | 17.9 |
| C[C@@H]1CN([C@H](C)CO)C(=O)c2cc(NC(=O)CCC(F)(F)F)ccc2O[C@@H](C)CCCCO[C@H]1CN(C)Cc1ccc(C(F)(F)F)cc1 | 13.5 | -72.3 | -2.1 | 70.5 |
| CCCC#Cc1cnc2c(c1)C(=O)N([C@H](C)CO)C[C@H](C)[C@@H](CN(C)C(=O)Nc1cccc(F)c1)O2 | -11.9 | 16.9 | -2.2 | / |
| C[C@H](CO)N1C[C@H](C)[C@@H](CN(C)S(=O)(=O)c2cccs2)Oc2ccc(NC(=O)NC3CCCCC3)cc2C1=O | -5.5 | 7.3 | -0.9 | 24.5 |
| O=C(N[C@H]1CC[C@@H](CCNC(=O)c2ccccc2F)O[C@@H]1CO)c1ccc2c(c1)OCO2 | -2.8 | 10.0 | 1.7 | / |
| C[C@H](CO)N1C[C@H](C)[C@@H](CN(C)C(=O)Nc2ccccc2)Oc2c(NC(=O)CCCCCC(=O)Nc3ccccc3N)cccc2C1=O | -2.3 | -26.6 | -0.1 | 34.0 |
| C[C@H](CO)N1C[C@H](C)[C@H](CN(C)S(=O)(=O)c2ccccc2)Oc2ccc(NS(=O)(=O)c3cn(C)cn3)cc2CC1=O | 7.2 | -4.2 | 3.1 | -7.9 |
| COc1ccc(S(=O)(=O)Nc2ccc3c(c2)C(=O)N([C@H](C)CO)C[C@H](C)[C@H](CN(C)C(=O)C2CCCCC2)OCCCC[C@H](C)O3)cc1 | 2.5 | -55.3 | 9.4 | 63.7 |
| C[C@@H]1CN([C@@H](C)CO)C(=O)c2cc(C#Cc3ccccn3)cnc2O[C@H]1CN(C)Cc1ccccc1 | 2.6 | -38.1 | 0.1 | 127.6* |
